MC4R antagonist: MC4R antagonists of cAMP signaling, primary screen, cell-based, TR-FRET, antagonist arm of biased-ligand search; hit rate 0.48% among 360,000; inhibition, % at 6.5 µM; Melanocortin receptor 4 (Homo sapiens), P32245; AID 540295, 2011; MC4R-expressing cells, MTII-stimulated cAMP, LANCE TR-FRET;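 active means inhibition above its plate's cutoff, the mean of tested wells on that plate plus 3 SD, cut at about 29% in these data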;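 further: 0% = Melanotan II alone and 100% = Melanotan II plus saturating MCL0020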
Target sequence (P32245 whole entry, looked up): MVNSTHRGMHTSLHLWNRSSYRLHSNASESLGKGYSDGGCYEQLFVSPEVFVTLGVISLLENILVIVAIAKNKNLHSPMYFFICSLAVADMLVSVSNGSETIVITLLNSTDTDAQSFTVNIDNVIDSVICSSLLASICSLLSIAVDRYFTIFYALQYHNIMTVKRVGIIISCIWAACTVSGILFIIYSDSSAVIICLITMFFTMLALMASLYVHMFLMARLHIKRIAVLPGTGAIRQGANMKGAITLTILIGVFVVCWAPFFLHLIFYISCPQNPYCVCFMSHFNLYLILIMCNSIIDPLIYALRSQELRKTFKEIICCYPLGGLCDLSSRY
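Assay system: U2OS-MC4R stable cell line; Also added: Melanotan II; Technique: Eu-cAMP/anti-cAMP TR-FRET, emission 671 nm; Times: 30-min compound, 1-h challenge, 1-h detection, room temperature.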
MC4R ag barr: MC4R agonists recruiting beta-arrestin, primary screen, cell-based, luminescence, agonist arm of biased-ligand search. U2OS MC4R beta-arrestin complementation; percent of melanotan II response, DMSO zero. activation, % at 8.9 µM. hit rate 0.98% among 360,000;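 active means activation above a per-plate cutoff, the mean activation of sample wells on that plate plus 3 SD, cut at about 8% in these data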
H9c2 protect: cardioprotection against H2O2-induced cell death, primary screen, uHTS, H9c2 cells, ATPLite luminescence; protection from H2O2 cell death, % at 20 µM; H9c2 cardiomyocytes, H2O2 injury protection, 2 h; hit rate 0.63% among 360,000; AID 588492, 2011;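 active means compounds giving at least 50% protection of heart cells from peroxide-induced death in the single-dose screen, raw or plate-pattern-corrected value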;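 further: 0% = DMSO wells with peroxide and 100% = DMSO wells without peroxide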
ABCB6 inh 2: ABCB6 transporter inhibitors, primary screen, K562-ABCB6 cells, flow cytometry, MLPCN library. ATP-binding cassette sub-family B member 6 (Homo sapiens), Q9NP58. K562-ABCB6 porphyrin accumulation, 1 h; hits give low values. fluorescence ratio to DMSO, % at 10 µM. hit rate 0.19% among 360,000. AID 602162, 2011;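 active means fluorescence ratio to DMSO below 75%, the collection mean minus 3 SD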;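 further: signal is porphyrin accumulated inside mitochondria; 100% equals median channel fluorescence of DMSO control wells; lower ratio means ABCB6 inhibition with less porphyrin fluorescence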
TLR9-MyD88 block: inhibitors of TLR9-MyD88 association in cells, primary screen, cell-based, CHO, BLA complementation, fluorescence; CCF4 FRET ratio; inhibition, % at 4.98 µM; hit rate 0.21% among 340,000; AID 504734, 2011;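 active means inhibition above the mean over all tested compounds plus 3 SD, cut at about 21% in these data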;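 further: 0% = DMSO only wells and 100% = clavulanate BLA inhibitor control wells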
NCOA2 inhibitor: inhibition of GAL4-SRC2 driven luciferase reporter, primary screen, SRC2 inhibitor project, cell-based, luminescence. Nuclear receptor coactivator 2 (Homo sapiens), Q15596. HEK293 GAL4-SRC2 luciferase reporter. inhibition, % at 9 µM. hit rate 0.17% among 370,000;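 active means inhibition above the mean inhibition of all tested compounds plus 3 SD, set per campaign, cut at about 52% in these data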;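 further: 0% = DMSO treated cells and 100% = cells given Gossypol at 36 µM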
Glyco luc inh: increase of ERlucT glycosylation luciferase signal, primary screen, N-linked glycosylation inhibitor project, D54 ERlucT cells, luminescence, set 2; D54 ERlucT glycosylation luciferase reporter, 24 h; percent of 100 nM tunicamycin response; reporter increase, % at 12.5 µM; hit rate 0.23% among 360,000; AID 588692, 2011;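 active means mean luciferase reporter signal, scaled so untreated is 0 and the glycosylation-blocking control 100, at or above a set limit in every replicate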;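 further: luciferase carries N-glycosylation sites so blocking glycosylation raises the light; 0% = median of neutral control wells and 100% = median of 100 nM tunicamycin wells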
m5-HT2A agonist: mouse Htr2a agonists via beta-arrestin recruitment, primary screen, cell-based, luminescence; activation, % at 7.6 µM; hit rate 0.66% among 360,000; CHO-K1 mHTR2A beta-arrestin complementation; percent of 30 µM serotonin response; 5-hydroxytryptamine receptor 2A (Mus musculus), P35363;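 active means activation above a run cutoff, the mean activation of all tested compounds plus 3 SD, cut at about 14% in these data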;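 further: 0% = plate median of compound wells and 100% = 30 µM serotonin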
Target sequence (P35363 whole entry, looked up): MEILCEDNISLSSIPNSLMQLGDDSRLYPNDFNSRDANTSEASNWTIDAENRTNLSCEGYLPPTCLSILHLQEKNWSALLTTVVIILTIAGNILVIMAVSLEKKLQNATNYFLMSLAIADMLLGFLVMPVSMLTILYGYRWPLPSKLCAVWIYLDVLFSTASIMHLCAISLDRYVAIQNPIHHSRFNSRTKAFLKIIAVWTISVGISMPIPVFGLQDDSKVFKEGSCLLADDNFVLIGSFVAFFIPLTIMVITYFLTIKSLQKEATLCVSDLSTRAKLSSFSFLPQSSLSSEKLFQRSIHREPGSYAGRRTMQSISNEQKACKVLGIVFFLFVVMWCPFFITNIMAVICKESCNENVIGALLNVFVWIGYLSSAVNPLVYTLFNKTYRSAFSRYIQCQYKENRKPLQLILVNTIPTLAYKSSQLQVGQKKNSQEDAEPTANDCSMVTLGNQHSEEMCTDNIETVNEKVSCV
NOD2-RIPK2 inh: NOD2-RIPK2 binding disruptors in cells, primary screen, fluorescence, CHO cells, BLA complementation; Receptor-interacting serine/threonine-protein kinase 2 (Homo sapiens), O43353; CCF4 ratio; inhibition, % at 4.98 µM; hit rate 0.38% among 360,000; in the data active means inhibition above about 21%;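 further: 0% = vehicle only and 100% = reference blocker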
ABHD5 PLIN5 PPI: ABHD5-PLIN5 interaction inhibitors, primary screen, cell lysate, split luciferase complementation, luminescence. Perilipin-5 (Homo sapiens) + 1-acylglycerol-3-phosphate O-acyltransferase ABHD5 (Homo …. Split G. princeps luciferase complementation, 4 h. inhibition, % at 4 µM. hit rate 0.78% among 360,000. AID 602281, 2012;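 active means inhibition above the mean inhibition across every tested compound plus 3 SD, cut at about 22% in these data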;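 further: 0% = DMSO only wells and the 100% control is not disclosed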
Numbers without * were called inactive; · = not tested or not shown.

SMILES	MC4R antagonist	MC4R ag barr	H9c2 protect	ABCB6 inh 2	TLR9-MyD88 block	NCOA2 inhibitor	Glyco luc inh	m5-HT2A agonist	NOD2-RIPK2 inh	ABHD5 PLIN5 PPI
O=C(NC1CC1)C1=C[C@@H](c2ccccc2)C[C@@H](OCc2ccc(CO)cc2)O1	9	-1.4	2	100	0	-8	-1	1	-2	4
Cc1nn(Cc2ccccc2)c(C)c1C(=O)Nc1ccc(N2CCOCC2)cc1	7	-1.0	6	96	-7	-31	5	-4	-17	0
CCOC(=O)c1ccc(NC(=O)CCCN2C(=O)NC3(CCCC3)C2=O)cc1	-1	-0.3	2	93	2	-10	-2	-2	0	-3
CCN(CC(=O)NCc1ccc(Cl)cc1)C(=O)NCc1ccc(Cl)cc1	7	-0.3	-6	97	4	-29	-3	2	-1	1
COc1ccc(NC(=O)CCNC(=O)c2ccc([N+](=O)[O-])cc2)cc1S(=O)(=O)N1CCOCC1	5	-0.8	2	96	-4	-48	2	0	-4	-5
CC(C)(C)C(=O)NC(Nc1cccc2cccnc12)C(Cl)(Cl)Cl (configuration not stated)	10	3.5	-9	107	-11	12	-1	-2	0	-5
[O-][n+]1ccccc1SC/C=C/c1ccccc1	23	0.3	9	94	1	-45	1	-4	-9	1
O=C(NCC(F)(F)F)c1ccc2sc([C@H]3C[C@H](O)[C@@H](CO)O3)nc2c1	2	-2.0	2	95	·	-5	3	1	-1	3
Cc1cc(Nc2cc(Cl)cc(Cl)c2)nc(N)n1	-2	0.1	-2	96	-1	-24	18	2	-4	10
CCN=C1NN=C(c2c[nH]c3ccccc23)CS1	0	-1.4	-5	96	9	-24	-15	-2	-4	-9
C=CCn1c(SCC(=C)C)nc2c1c(=O)[nH]c(=O)n2C	5	-1.5	7	100	4	-57	2	-3	-1	-3
CC1CN(CCCOc2ccc([N+](=O)[O-])cc2)CC(C)O1 (configuration not stated)	2	-0.9	2	103	4	-32	0	0	-3	0
C(=N\n1cnnc1)/C1CCCCC1	3	0.7	-4	93	0	25	1	0	2	2
COc1cccc(Nc2nc(N)c([N+](=O)[O-])c(N3CCOCC3)n2)c1	11	-0.9	18	99	-3	-2	2	-5	4	-6
CCCCC1CC1C(=O)Nc1ncc2c(n1)CC(C)(C)CC2=O (configuration not stated)	0	-1.6	-6	91	3	-2	1	3	10	-2
O=C(O)CN1C(=O)/C(=C/c2ccc(N3CCCCC3)o2)SC1=S	-9	0.9	-2	105	4	2	-2	1	2	2
O=C(CN1C(=O)COc2ccccc21)NCCCN1CCOCC1	0	-0.6	-1	97	2	-22	0	-2	3	3
O=C(Nc1nccs1)C1C2/C=C\CCCCC21 (configuration not stated)	7	-0.5	0	80	10	-1	-2	-3	-2	-2
O=c1c2nnn(-c3ccc(Br)cc3)c2ncn1Cc1ccccn1	10	-3.4	-2	96	-1	-1	0	-1	-4	-1
CN1CCN(S(=O)(=O)c2ccc(Nc3cccc(Cl)c3)c([N+](=O)[O-])c2)CC1	-1	-1.4	0	93	10	3	-2	6	4	8

Profiles from above. Values in the order: MC4R antagonist, MC4R ag barr, H9c2 protect, ABCB6 inh 2, TLR9-MyD88 block, NCOA2 inhibitor, Glyco luc inh, m5-HT2A agonist, NOD2-RIPK2 inh, ABHD5 PLIN5 PPI
Profile of COc1cccc(Nc2nc(N)c([N+](=O)[O-])c(N3CCOCC3)n2)c1 = 11, -0.9, 18, 99, -3, -2, 2, -5, 4, -6
Profile of CN1CCN(S(=O)(=O)c2ccc(Nc3cccc(Cl)c3)c([N+](=O)[O-])c2)CC1 = -1, -1.4, 0, 93, 10, 3, -2, 6, 4, 8

The list goes on:
SMILES	MC4R antagonist	MC4R ag barr	H9c2 protect	ABCB6 inh 2	TLR9-MyD88 block	NCOA2 inhibitor	Glyco luc inh	m5-HT2A agonist	NOD2-RIPK2 inh	ABHD5 PLIN5 PPI
C[C@@H]1CN([C@@H](C)CO)C(=O)CCCn2nncc2CO[C@@H]1CN(C)S(=O)(=O)c1cn(C)cn1	9	0.6	7	101	12	10	0	0	-1	3
COCCNC(=O)c1ccc(CN2CCOCC2)cc1	6	-1.0	11	106	7	-2	0	2	3	3
O=C(Nc1cccnc1)c1noc2c1CCCCC2	4	-2.0	-11	96	2	·	-13	1	10	11
COc1ccc(-c2cc(C)no2)cc1S(=O)(=O)NCCCN(C)Cc1ccccc1	4	-0.9	-2	94	2	-17	0	-7	-10	-6
COc1cc(C(CC(=O)Nc2cccc(C)n2)N2Cc3ccccc3C2=O)cc(OC)c1OC (configuration not stated)	13	1.3	0	97	-10	-18	2	-1	-1	-5
O=C1COc2ccc(C(=O)COC(=O)CNS(=O)(=O)c3cccc(F)c3)cc2N1	7	-1.2	0	89	5	-4	1	2	-8	-1
Cc1cccc(C(=O)Nc2sc3c(c2C#N)CCCCC3)c1	-2	17*	-26	102	-2	-35	-5	8	-10	2
COc1ccc(CN(C)C(=O)c2cc(S(=O)(=O)NCc3ccccc3)ccc2C)c(OC)c1	1	-2.0	-2	90	4	17	-2	-3	5	4
CCOC(=O)c1ccc(N2C(=O)CC(N3CCCC(C)C3)C2=O)cc1 (configuration not stated)	29*	1.7	5	99	-5	8	0	1	-5	-3
O=C(CNC(=O)c1cccs1)N/N=C/c1c(F)cccc1Cl	3	-0.5	-4	99	17	0	1	7	-9	-5
CCCCCCN1C[C@@H](n2cc(-c3ccc(F)cc3)nn2)[C@H](O)C[C@@H]1c1ccc(Cl)cc1	8	-0.7	-44	96	-5	-7	-5	0	-8	6
CS(=O)(=O)c1ccc(-n2c(=O)n(Cc3ccccc3)c(=O)c3[nH]cnc32)cc1	4	-0.6	-2	100	4	-13	2	1	-4	-5
OC(CNCc1ccc(-c2ccccc2)cc1)c1ccccc1 (configuration not stated)	-7	0.5	-2	101	1	-41	13	-7	7	16
CCOc1ccc(NC(=S)N2CCC(C(N)=O)CC2)cc1	7	-0.5	-1	99	1	0	3	1	-8	-4
Nc1ccccc1C(=O)NNc1ncc(C(F)(F)F)cc1Cl	6	-0.7	2	98	5	-14	1	-3	-2	-6
COc1ccccc1C(=O)NCCC(=O)NCC1COc2ccccc2O1 (configuration not stated)	5	1.3	7	98	-3	-20	0	1	5	4
O=C(CNC(=O)c1cccs1)OCC(=O)c1cccs1	2	-1.4	11	142	3	14	-2	-1	-4	1
Cn1c(SCC(=O)NC2CC2)nnc1-c1ccccc1	2	-3.6	4	102	-3	18	1	-1	-4	2
O=C(Nc1ccnn1C1CCN(C2CCCCC2)CC1)c1cccc(F)c1	2	0.4	2	96	-9	0	-1	-7	-1	-3
CC(C)n1cc(C(=O)N2CCCC(N3CCN(c4cccc(Cl)c4)CC3)C2)cn1 (configuration not stated)	5	-2.3	0	98	-4	-1	1	-3	-13	-2
Fc1ccc(N2CCN(Cc3nnc(-c4ccccc4)o3)CC2)cc1	16	2.1	2	104	-37	-9	-1	-8	-1	-1
CC(C)C(NC(=O)c1ccccc1NC(=O)c1ccccc1)C(=O)NCCCn1ccnc1 (configuration not stated)	-2	-1.0	0	101	1	·	0	6	8	11
CC(=O)Nc1ccc(S(=O)(=O)NCC(=O)NC(C)c2ccc(S(N)(=O)=O)cc2)cc1 (configuration not stated)	2	1.9	7	102	2	3	2	1	-2	-1
COc1ccccc1CNC(=O)C1CC(=O)N(C2CCCC2)C1 (configuration not stated)	7	-2.6	7	92	2	-9	0	-2	-9	-5
COc1cc(CNc2nnnn2C)ccc1OCc1ccc(F)cc1Cl	12	-0.7	3	100	1	1	1	-5	5	5
Cc1onc(-c2ccccc2)c1C(=O)N/N=C/c1cccs1	5	0.0	-2	101	·	-23	0	-1	-6	-2
COCCn1c(SCC(=O)Nc2cc(C)nn2-c2ccccc2)nnc1-c1ccncc1	14	2.3	-6	100	6	10	0	-2	-9	-5
NC(=O)c1cc(S(=O)(=O)N2CCOCC2)ccc1N1CCCC1	-3	0.9	0	105	1	13	·	7	-3	6
CSc1nc(N)n(-c2cc(C(F)(F)F)ccn2)n1	7	-1.6	-1	104	-2	14	1	-2	-7	7
O=c1ccc(=O)n(CCc2ccccn2)[nH]1	6	0.5	2	95	-5	-15	-1	-3	-6	-10
CCC(C)(C)NC(=O)C1c2ccccc2Oc2ccccc21	2	2.7	0	101	·	-8	-1	-1	4	-1
CCC(C)NS(=O)(=O)c1ccc(NC(=O)CCC2CCCCC2)cc1 (configuration not stated)	-2	5.1	-5	89	8	-6	-3	4	-7	-4
O=C1COc2ccc(C(=O)c3ccccc3C(=O)NCc3ccco3)cc2N1	4	0.0	6	97	2	16	1	0	-3	4
O=CN1Cc2ccccc2-c2ccccc2C1	6	-2.0	6	97	-3	18	-1	-3	5	1
COC(=O)c1ccc(OCC(O)CN2CCN(C(=O)c3ccco3)CC2)c(OC)c1 (configuration not stated)	13	-1.3	-3	98	8	6	0	1	0	1
O=C(Nc1nnc(C2CC2)s1)c1cccc(S(=O)(=O)N2CCc3ccccc32)c1	-2	0.5	-7	104	-1	-13	2	2	-13	2
O=C(/C=C/c1ccc(OC(F)F)cc1)OCC(=O)N1CCC(c2ccccc2)=N1	-8	-4.0	-6	94	-2	18	2	-5	1	2
O=C(Nc1ccn(CCCN2CCC(N3CCOCC3)CC2)c(=O)n1)OCc1ccccc1	-1	-2.2	-2	99	10	-2	1	1	2	6
CCOC(=O)Nc1sc2c(c1C#N)CCC(C)C2 (configuration not stated)	-3	0.1	-14	96	-3	·	0	-3	-2	-4
CN(C)NC(=O)C(NC(=O)c1ccc(N)cc1)C12CC3CC(CC(C3)C1)C2 (configuration not stated)	-1	-1.3	11	112	-4	2	2	-3	-5	-5
O=S(=O)(NCC1CCCO1)c1ccc(S(=O)(=O)N(Cc2ccc(F)cc2)C2CCCCC2)cc1 (configuration not stated)	18	10*	-4	96	-2	-18	-6	0	3	5
Cn1cccc1Cc1nnc(SCC(=O)Nc2nccs2)n1C	3	-1.2	3	104	-1	6	2	-4	3	3
COc1ccc(C(=O)C2CCCN(Cc3sc(N4CCCC4)nc3Cl)C2)c(OC)c1 (configuration not stated)	10	1.6	-13	98	-15	31	-1	-5	8	1
C/C(=N\OC(=O)c1ccccc1)c1c(C)nc2cc(C)ccn12	-1	-0.5	11	102	-8	0	2	1	6	1
CSc1nc(N2CCOCC2)cc(N2CCOCC2)n1	-6	-0.4	-1	100	0	6	-3	3	-10	0
Cc1ccc(CCC(=O)Nc2cc(Cl)ccc2Cl)o1	22	1.6	-3	101	0	3	0	3	-6	-5

Screening results: PubChem BioAssay, several laboratories

The list is partial; the hit share may differ from the screen's.
